Source: PubChem (National Center for Advancing Translational Sciences (NCATS))
AT treatment – potential ataxia-telangiectasia treatments restoring KAP-1 phosphorylation; […] A-T fibroblasts, KAP-1 phosphorylation AlphaLISA; neocarzinostatin DNA damage 30 min before lysis; Potency, µM (doses to about 57.5 µM), without a hit: top-dose activation, actives largely listed as activators; 320,000 compounds, 0.19% hits; AID 485349; also: potency is read from the fitted curve at half-maximal effect; % of control where 0% means no effect; nearly all actives have a fitted effect of over 45% in size
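hTERT-immortalized A-T patient fibroblasts ([…]), 500 cells/well in OPTI-MEM, 1% FBS, got compounds for 60 min, then NCS for 30 min at 37C. Lysates were then assayed for phospho-KAP-1 by AlphaLISA (anti-pKAP1 donor, anti-KAP1 acceptor beads), 6 hr at 25C.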
KCNH2 WT inh – KCNH2 (human, wildtype) channel inhibition. Q12809. U2OS, BacMam KCNH2, thallium flux FluxOr; hits give low values. activity change, % at 1.84 µM. 340,000 compounds, 0.37% hits;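 active = maximum activity change below -70%; inconclusive = maximum activity change between -70% and -50%; inactive = maximum activity change above -50%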; also: % is scaled to controls: 0 for no effect and ±100 for the full control effect
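U2OS cells were transduced with wild-type KCNH2 virus (2.03 x 10^8 / mL) for 4 h at room temperature, then cultured overnight at 37 C. Thallium flux was read with FluxOr dye. Rate constants were normalized to DMSO controls.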
MBNL1 CUG block – MBNL1-poly(CUG) RNA binding inhibition; Q9NR56; TR-FRET MBNL1-His/biotin-(CUG)12 binding, 665/545 ratio; Potency, µM (titrated, usually from 57.5 µM), without a hit: at the highest dose activity change, negative = inhibition, usual class: inhibitors; 280,000 compounds, 0.036% hits; AID 2675; active = well fitted inhibition curve with a large enough effect in the signal ratio, with a control signal flat, not every such curve was filed as active; inconclusive = small, poorly fitted or top-dose-only effect, or effect the other way, or a change in a side signal; inactive = no such curve, though single readings can be large or run the other way; the % refers to the signal ratio; also: potency is read from the fitted curve at half-maximal effect; % is scaled to controls: 0 for no effect and ±100 for the full control effect
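TR-FRET readout: Ex 340 nm, 665/545 nm emission ratio, normalized to buffer-only (basal) and MBNL1-(CUG)12 controls. Complex of MBNL1-His with Biotin-(CUG)12, compounds 92 nM–58 uM, incubated 60 min at room temperature.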
FBPA coupling cs – inhibits coupling enzyme system, counter-screen for aldolase hits; activity change, negative = inhibition, % at 58.2 µM, hits read low; coupling enzyme system counterscreen, AmpLite Red fluorescence; AID 2472; 290,000 compounds, 0.67% hits; in the data active = activity change below about -30%; also: % is scaled to controls: 0 for no effect and ±100 for the full control effect
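Fluorescence at 525 nm excitation and 598 nm emission measured inhibition of the coupled detection system without aldolase. Compounds (at 57.5 uM final) were preincubated 10 min at room temperature with coupling enzyme reagent before a 20 min substrate/AmpLite Red step.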
GALK inh – inhibitors of human galactokinase | Purified GALK, Kinase-Glo residual ATP luminescence | Potency, µM (highest dose often 57.5 µM), inactives show at the highest dose activity change, negative = inhibition, actives largely listed as inhibitors | 270,000 compounds, 0.007% hits; also: potency is read from the fitted curve at half-maximal effect; % is scaled to controls: 0 for no effect and ±100 for the full control effect
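Luminescence from leftover ATP (Ultra-Glo luciferase/luciferin) served as read-out after a 1 h room-temperature reaction of 5 nM GALK with 35 uM ATP and 100 uM galactose.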
S-ASM inh – inhibitors of human secretory acid sphingomyelinase. P17405. placental ASM, HMU-PC fluorogenic substrate, 60 min. Potency, µM (titrated, usually from 57.5 µM), without a hit: at the highest dose activity change, negative = inhibition, most hits filed as inhibitors. 340,000 compounds, 0.006% hits; also: potency is read from the fitted curve at half-maximal effect
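Fluorogenic HMU-PC substrate (9 uM final) is turned over by placental ASM in 60 min at 37 C after a 10 min compound preincubation. Reaction ended by alkaline stop (pH 10), with fluorescence read at 386/447 nm.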
a7 integrin act – activators of alpha7 integrin expression for muscular dystrophy | alpha7betagal myoblasts, beta-gal FDG fluorescence, 48 h | Potency, µM (series often up to 38.3 µM), without a hit: top-dose activation, hits mostly activators | 350,000 compounds, 0.064% hits | AID 624291;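 also: potency is read from the fitted curve at half-maximal effect; 100% = response of the positive control SU9516; nearly all actives have a fitted effect of over 60% in size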
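alpha7betagal+/- myoblasts (passage 13, 250/well) treated 48 h at 37C with compounds at 1:260 dilution of DMSO stock. Lysed, then beta-galactosidase activity read as FDG fluorescence (ex 480/em 540) after 30 min, with pre-read for autofluorescence.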
TRPV1 agonist – human TRPV1 agonism; Q8NER1; TRPV1-expressing cells, Fluo-8 calcium influx, agonist mode; activation, % at 8.33 µM; 320,000 compounds, 0.19% hits; in the data active = activation above about 80%; inconclusive = between about 30% and that limit; also: 0% is about no effect
Target sequence (Q8NER1 whole entry, looked up): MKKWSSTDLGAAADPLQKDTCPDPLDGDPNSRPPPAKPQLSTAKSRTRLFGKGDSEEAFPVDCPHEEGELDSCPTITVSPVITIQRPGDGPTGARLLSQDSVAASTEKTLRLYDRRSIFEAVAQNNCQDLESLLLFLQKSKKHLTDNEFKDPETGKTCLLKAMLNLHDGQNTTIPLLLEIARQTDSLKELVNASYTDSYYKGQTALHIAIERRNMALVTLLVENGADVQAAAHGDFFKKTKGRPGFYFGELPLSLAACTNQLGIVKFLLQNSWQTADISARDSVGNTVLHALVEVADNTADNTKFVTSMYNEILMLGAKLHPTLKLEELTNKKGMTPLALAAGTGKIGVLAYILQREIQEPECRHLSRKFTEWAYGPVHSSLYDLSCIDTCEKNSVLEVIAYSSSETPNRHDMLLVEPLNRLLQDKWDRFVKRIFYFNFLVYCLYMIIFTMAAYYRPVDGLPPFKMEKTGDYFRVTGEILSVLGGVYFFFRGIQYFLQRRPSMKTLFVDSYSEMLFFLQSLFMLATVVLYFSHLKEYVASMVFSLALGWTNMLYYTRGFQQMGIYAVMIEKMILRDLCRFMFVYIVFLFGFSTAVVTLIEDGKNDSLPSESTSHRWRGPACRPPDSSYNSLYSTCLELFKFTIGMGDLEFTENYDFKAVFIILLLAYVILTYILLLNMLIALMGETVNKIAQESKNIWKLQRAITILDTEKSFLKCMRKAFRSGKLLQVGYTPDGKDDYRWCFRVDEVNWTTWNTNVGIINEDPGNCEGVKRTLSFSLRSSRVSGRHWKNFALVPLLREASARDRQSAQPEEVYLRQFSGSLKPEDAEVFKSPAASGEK
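TRPV1-expressing cells were cultured overnight at 35.5C and loaded with Fluo-8 calcium dye for 40 to 90 min at room temperature. After a 10 s baseline, compound was added and calcium influx was read kinetically for 3 min (ex 480/em 520 nm).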
CXXC DNA block – blocks binding of human MLL CXXC domain to DNA | MLL-CXXC / FITC-HOXA9 DNA fluorescence polarization | Potency, µM (titrated, usually from 115 µM), for the others: top-dose activity change, negative = inhibition, hits mostly inhibitors | Q03164 | 290,000 compounds, 0.037% hits; active = well fitted inhibition curve with a large enough effect in the polarisation, with a control signal flat, not every such curve was filed as active; inconclusive = small, poorly fitted or top-dose-only effect, or effect the other way, or a change in a side signal; inactive = no such curve, though single readings can be large or run the other way; the % refers to the polarisation; also: potency is read from the fitted curve at half-maximal effect
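Steps: dispense CXXC domain solution (7 uM) → pin compounds or unlabeled HOX-A9 DNA control → 5 min ambient → add FLSN-HOX-A9 solution (50 nM) → spin → 30 min ambient → fluorescence polarization. Tris pH 7.5/NaCl/DTT/BSA buffer.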
KCNH2 3.1 block – inhibitors of human KCNH2 3.1 potassium channel isoform | U2OS KCNH2 3.1, thallium flux FluxOr; hits give low values | activity change, % (tested at about 1.8 µM) | 340,000 compounds, 0.95% hits | AID 720553;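 active = maximum activity change below -70%; inconclusive = maximum activity change from -70% to -50%; inactive = maximum activity change above -50%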;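 also: thallium influx rate constant from kinetic fluorescence after stimulation buffer; % is scaled to controls: 0 for no effect and ±100 for the full control effect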
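Virally transduced U2OS (3.1 isoform, 4 h infection in dark at RT) → overnight 37 C → FluxOr + Red40 in HBSS/HEPES, 45 min → stimulation buffer, 2 min kinetic read → rate constant vs DMSO controls.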
* hit, by the source's call; ? = inconclusive; . = no result given; [ ] = dose if it differs, or a comment. Unless noted, calls follow the shape of the dose curve; as a rule, active = well fitted curve in the direction sought with a large enough effect; inconclusive = small, poorly fitted or top-dose-only effect, or another doubt; inactive = no such curve, though single readings can be large; an effect the other way counts as inactive or inconclusive.

SMILES	AT treatment	KCNH2 WT inh	MBNL1 CUG block	FBPA coupling cs	GALK inh	S-ASM inh	a7 integrin act	TRPV1 agonist	CXXC DNA block	KCNH2 3.1 block
CCC(=O)Oc1ccc(C(=O)Nc2ccc([N+](=O)[O-])cc2)cc1	-8%	-159*	?	0	-2%	-2%	6%	?	14%	9
N#Cc1ccc(OCC(=O)N2CCN(S(=O)(=O)c3cccs3)CC2)cc1	-4%	63	-9%	1	-4%	1%	-2%	0	-2%	-17
Cc1cc(C)c(OCCOCCN2CCCC2)c(C)c1	.	0	.	.	.	0%	-53%[inhibitor]	.	.	-4
CCOc1ccc(OCCC(=O)N(CC)CC(=O)Nc2ccccc2OC)cc1	.	-2	.	.	.	-1%	27%	.	.	-9
CC1(C)CC(CC(=O)O)(c2ccc(F)cc2)CCO1 (configuration not stated)	7%	-11	-12%	-1	1%	4%	3%	-1	5%	10
Cc1ccc(C(=O)N(Cc2ccccc2)C(C)(C)C)cc1C	9%	2	20%	7	0%	-4%	16%	17	12%	.
COc1ccccc1CNC(=O)COC(=O)c1cc(C)oc1C	1%	4	-5%	2	-4%	-4%	-10%	14	2%	4
C[C@@H]1CN([C@@H](C)CO)C(=O)Cc2cc(NC(=O)Nc3ccc4c(c3)OCO4)ccc2O[C@@H]1CN(C)C(=O)NC1CCCCC1	1%	5	.	.	.	7%	0%	.	.	-4
O=C(CCCCCNC(=O)c1ccccc1Br)N=Nc1c(O)[nH]c2ccccc12	2%	-10	?	4	1%	-13%	10%	-3	?	-2
COc1ccc(CCNC(=O)CC2SC(=Nc3cc(C)cc(C)c3)NC2=O)cc1OC (configuration not stated)	-13%	1	-3%	4	-1%	5%	0%	0	-4%	2
CC(C)CCNC(=O)C1CCC(CNc2c(N3CCC(C)CC3)c(=O)c2=O)CC1 (configuration not stated)	-11%	-2	3%	0	.	0%	15%	5	-2%	-7
O=C1C=C(NC2CC2)C2(CCCCC2)O1	1%	3	11%	0	-2%	2%	14%	-1	-9%	-2
Cc1ccccc1N1CCN(S(=O)(=O)c2ccc3ccccc3c2)CC1	3%	-6	-4%	.	9%	-1%	-40%	1	12%	.
C[C@H](CO)N1C[C@H](C)[C@@H](CN(C)C(=O)Nc2ccc(C(F)(F)F)cc2)Oc2ccc(NC(=O)C3CC3)cc2C1=O	7%	-3	.	.	.	4%	-3%	.	.	0
CCN1C(=O)/C(=C2/C=CC=CN2C)OC1=S	3%	3	15%	1	-4%	-1%	-16%[7.66 µM]	2	-5%	8
CCN(CC(=O)NCc1ccc(Cl)cc1)C(=O)c1c(C)noc1C	14%	6	.	.	.	0%	10%	3	.	1
C/C(=N\NC(=O)c1ccoc1C)c1ccc(Br)s1	0%	1	5%	.	-4%	1%	12%	?	21%	-11
CCOC(=O)CN1C(=O)S/C(=C/c2cccc([N+](=O)[O-])c2O)C1=O	-3%	10	0%	9	1%	-2%	-6%	-7	3%	27
COc1ccccc1NC(=O)N1CCN(c2cc(-c3ccccc3)nc3ncnn23)CC1	2%	-5	-20%	0	-1%	0%	-24%[7.66 µM]	-4	6%	-48
Cc1ccccc1NC(=O)COC(=O)c1ccc(CSc2ccc(Cl)cc2)cc1	6%	8	9%	8	-2%	1%	-8%	1	?	0
COc1ccc(NC(=O)c2c(F)cccc2Cl)cc1S(=O)(=O)N1CCOCC1	17%	-2	.	.	.	1%	-8%	.	.	1
O=C(c1c(F)cccc1F)N(C1CCCCC1)C1CCCCC1	30%	8	-6%	0	-4%	-4%	-20%	29	-6%	-2
CCOC(=O)c1nn(-c2ccc(Cl)cc2)c2nc(-c3ccc(C)cc3)c(C#N)c(=O)n12	3%	3	-5%	-1	-5%	10%	-33%	-3	13%	-4
COc1ccc(S(=O)(=O)Nc2c(C)cccc2C)cc1-n1cnnn1	5%	-4	3%	-1	0%	0%	?	3	11%	-1
O=C(CCC(=O)c1cccs1)OCc1ccc([N+](=O)[O-])cc1	1%	-4	.	.	.	-1%	-24%	6	.	-4
Cc1ccc(Sc2ncccc2[N+](=O)[O-])cc1	-7%	-3	?	-1	0%	-1%	16%	3	13%	26
CCC1CCCCN1CCCNC(=O)C1CCN(c2nnc(-n3cccc3)s2)CC1 (configuration not stated)	-1%	30	-2%	.	-2%	4%	2%	-2	3%	-37
Cc1cccc(C)c1NC(=O)CNC(=O)C12CC3CC(CC(O)(C3)C1)C2	9%	3	.	.	.	.	33%	-1	.	5
O=C(CNC(=O)c1cccs1)OCC(=O)c1ccccc1Cl	5%	0	0%	1	9%	-3%	-1%	1	-2%	7
O=[N+]([O-])c1cccc(C(=Nc2ccccc2)NO)c1	-20%	21	?	0	-1%	1%	9%	15	-6%	1
CC1CCN(CCCn2c(=S)[nH]c3ccc(N4CCOCC4)cc3c2=O)CC1	-4%	2	-3%	-1	-2%	24%	-4%	-1	9%	4
Cn1c2ccccc2c(=O)c2c(=O)n(Cc3ccco3)c(-c3ccc(C(C)(C)C)cc3)nc21	-8%	.	-10%	-1	.	.	.	-3	3%	.
Cc1ccc(S(=O)(=O)Nc2cc(=O)[nH]c(SCC(=O)Nc3cccc(C(F)(F)F)c3)n2)cc1	-5%	-6	0%	1	-1%	-1%	-111%[inhibitor]	3	2%	-13
O=C(Nc1nnc(C2CCCCC2)s1)c1ccc(Br)s1	10%	12	-3%	3	0%	-2%	-6%	80*	-1%	2
CC1CCCN(c2nc3c(c(=O)[nH]c(=O)n3C)n2CCSc2nc3ccccc3o2)C1 (configuration not stated)	8%	-3	9%	-2	2%	-9%	6%	-4	-11%	14
CCn1nc(C(C)C)cc1C(=O)N1CCCC(CO)(Cc2ccc(F)cc2F)C1 (configuration not stated)	1%	-4	5%	.	4%	1%	1%	-1	4%	-2
CCOC(=O)C1=CN(CC)S(=O)(=O)NC1c1ccc(F)c(Cl)c1 (configuration not stated)	7%	2	.	.	.	-1%	21%	.	.	7
CCC(=O)Nc1ccc(CCC(=O)N2CCCC2)cc1	7%	15	3%	5	5%	-1%	-2%	2	-3%	9
CN(C)/C=C(\C(=O)c1cccc(Cl)c1)c1nnnn1-c1ccccc1	-3%	2	-10%	0	.	2%	13%	0	-2%	6
O=C(CNCCO)Nc1ccc(F)c(Cl)c1	3%	-6	-9%	8	-1%	-1%	12%	3	4%	10
CCC(C)C(=O)Nc1c2c(nc3c1CCC3)CCCC2 (configuration not stated)	3%	-3	0%	0	-2%	-3%	3%	3	3%	-6
Cc1nnc(NC(=O)C(C)Sc2nncn2C)s1 (configuration not stated)	-1%	7	-5%	5	-1%	2%	25%	0	-5%	-2
CCCOc1ccc(Cn2c(=O)oc3ccc(C)cc32)cc1OC	4%	-17	0%	0	-2%	-2%	-21%	10	-7%	-24
C[C@H](NC(=O)c1nc[nH]c1C(=O)NCC(=O)OCc1ccccc1)C(=O)OC(C)(C)C	-6%	7	7%	1	.	5%	-8%	15	-4%	2
COCCN(C(=O)Cc1cccs1)C(C(=O)NC1CCCC1)c1cc(OC)c(OC)c(OC)c1 (configuration not stated)	3%	0	-5%	-4	-1%	6%	-23%	?	-6%	6
Cc1ccc(-c2nc(N)n(C(=O)c3cccnc3)n2)cc1	9%	2	2%	-3	0%	8%	1%	-1	18%	17
CCn1cc(CN2CCC(C(=O)Nc3ccc(Oc4cccnc4)cc3)CC2)cn1	-8%	23	3%	.	-2%	1%	17%	1	9%	-24
CCCc1cc(C(N)=O)c(NC(=O)c2ccoc2C)s1	-4%	-4	-7%	-1	-3%	-1%	18%[7.66 µM]	-5	4%	-4
O=C(O)CCCCCN=C1CCc2ccccc2N1	-4%	-4	-2%	3	-1%	2%	9%	5	4%	6
COc1cccc(Nc2nnc(SCC(=O)N3CC(C)OC(C)C3)s2)c1 (configuration not stated)	-8%	-1	-7%	-2	1%	0%	6%	-13	-6%	10

Next records.
SMILES	AT treatment	KCNH2 WT inh	MBNL1 CUG block	FBPA coupling cs	GALK inh	S-ASM inh	a7 integrin act	TRPV1 agonist	CXXC DNA block	KCNH2 3.1 block
CCOC(=O)C1CCN(c2ncnc3c2cnn3-c2ccccc2)CC1	1%	35	-3%	0	-3%	-2%	-13%	-1	5%	0
CC(=O)c1ccc(N2CCN(C(=S)NCc3ccco3)CC2)cc1	1%	-1	3%	0	-1%	1%	-39%	3	62%[activator]	-1
O=C(CN1CCN(S(=O)(=O)c2ccc(Cl)cc2)CC1)Nc1ccc2c(c1)CCC2	-4%	-5	-21%	1	0%	-3%	5%	-2	-4%	.
O=C1COc2ccc(C(=O)CCl)cc2N1	-9%	-2	.	6	4%	2%	-63%[inhibitor]	.	4%	-9
